# Vif-A3G inh: inhibitors of Vif-APOBEC3G interaction; Q9HC16; HeLa A3G-eYFP + Vif (tagged APOBEC3G with the HIV-1 protein that degrades it), YFP fluorescence, overnight; Potency, µM (titrated, usually from 46.1 µM), for the others: at the top dose activity, negative = active, most hits filed as inhibitors; actives 0.076% (n = 410,000);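 also: potency is read from the fitted curve at half-maximal effect; % is scaled to controls: 0 for no effect and ±100 for the full control effect; nearly all actives have a fitted effect of over 60% in size; hits raise eYFP signal because A3G escapes Vif-driven loss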
#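 Read-out is eYFP fluorescence (Ex 488/Em 500-530) from Vif-expressing HeLa A3G-eYFP cells; more signal means A3G escaped Vif-mediated degradation. Cells plated overnight, compound pinned in, incubated overnight at 37 deg C.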
# D1 potentiator: enhances dopamine response at the human D1 receptor; P21728; HEK293 TREx D1 cells, calcium flux, dopamine EC20 potentiation; potentiation, % at 10 µM; actives 0.036% (n = 360,000); in the data active = potentiation above about 30%; also: 0% is about no effect
# Vif-APOBEC3F blk: blocks the Vif interaction with APOBEC3F; actives 0.2% (n = 390,000); AID 602313; HeLa A3F-eYFP + Vif (tagged APOBEC3F with the HIV-1 protein that degrades it), YFP fluorescence increase; Potency, µM (series often up to 46.1 µM), without a hit: top-dose activity, negative = active; also: potency is read from the fitted curve at half-maximal effect; % of control where 0% means no effect; nearly all actives have a fitted effect of over 65% in size
#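 HeLa cells stably expressing Vif plus C-terminally eYFP-tagged A3F were seeded, incubated overnight at 37 deg C, dosed with compound, incubated overnight again at 37 deg C. Yellow fluorescence (Ex 488/Em 500-530) reported blocked Vif-mediated A3F-eYFP degradation.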
# D1 antag: blocks dopamine activation of the human D1 receptor. P21728. HEK293 TREx D1 cells, calcium flux, dopamine EC80; hits give low values. actives 3.2% (n = 360,000). activity change, negative = inhibition, % at 10 µM; in the data active = activity change below about -30%; also: % is scaled to controls: 0 for no effect and ±100 for the full control effect
#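 Cells carrying a force-coupled, tetracycline-inducible human D1 receptor report calcium flux. Each well gets a 10 s baseline, compound with 180 s monitoring, then an EC80 dopamine stimulus with a second 180 s kinetic read.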
# GRP78 ERSR act: ER stress response induction in glioma; AID 602332; actives 0.02% (n = 420,000); Potency, µM, for inactives: at the top dose activation, usual class: activators; U87-MG GRP78 promoter luciferase reporter, 16 h; also: potency is read from the fitted curve at half-maximal effect; series mostly up to about 76 µM; % of control where 0% means no effect; nearly all actives have a fitted effect of over 35% in size
#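 ERSR induction read as luciferase luminescence (Bright-Glo, 10 min at room temperature) in stably transfected human U87-MG glioma cells exposed to compounds for 16 h, using GRP78 as sensor.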
# RXFP1 ag: RXFP1 (human) receptor agonism; Potency, µM (doses to about 57.5 µM), for inactives: top-dose activation, actives largely listed as activators; AID 2676; actives 0.3% (n = 370,000); Q9HBX9; HEK293T-RXFP1 cAMP TR-FRET, 30 min; response scale: percent of porcine relaxin response, buffer zero; also: potency is read from the fitted curve at half-maximal effect; % is scaled to controls: 0 for no effect and ±100 for the full control effect; nearly all actives have a fitted effect of over 60% in size; many of its hits are not listed in these tables
# Target sequence (Q9HBX9 whole entry, looked up): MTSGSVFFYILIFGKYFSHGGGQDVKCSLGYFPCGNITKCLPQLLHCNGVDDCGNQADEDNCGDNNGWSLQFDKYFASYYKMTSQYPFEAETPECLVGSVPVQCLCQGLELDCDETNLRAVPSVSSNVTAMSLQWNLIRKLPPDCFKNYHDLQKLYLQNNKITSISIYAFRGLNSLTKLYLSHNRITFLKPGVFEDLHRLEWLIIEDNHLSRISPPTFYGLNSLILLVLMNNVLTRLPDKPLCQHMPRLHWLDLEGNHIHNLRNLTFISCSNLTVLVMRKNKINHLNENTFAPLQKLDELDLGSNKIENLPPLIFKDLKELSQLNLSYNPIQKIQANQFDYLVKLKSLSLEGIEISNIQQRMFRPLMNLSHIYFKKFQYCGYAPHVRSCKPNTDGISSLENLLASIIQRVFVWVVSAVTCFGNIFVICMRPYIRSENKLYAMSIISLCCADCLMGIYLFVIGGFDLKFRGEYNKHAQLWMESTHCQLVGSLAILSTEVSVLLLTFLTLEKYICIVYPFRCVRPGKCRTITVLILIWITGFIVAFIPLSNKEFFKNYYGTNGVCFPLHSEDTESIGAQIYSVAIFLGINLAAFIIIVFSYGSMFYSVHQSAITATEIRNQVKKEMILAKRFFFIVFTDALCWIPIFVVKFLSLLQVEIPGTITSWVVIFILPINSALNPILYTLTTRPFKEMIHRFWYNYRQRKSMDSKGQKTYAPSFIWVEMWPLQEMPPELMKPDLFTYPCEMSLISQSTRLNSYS
#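 HEK293T cells stably expressing RXFP1 were pretreated with the PDE4 inhibitor Ro 20174, exposed to compounds for 30 min at 37C, lysed, and cAMP was read by TR-FRET. Data normalized to buffer (basal) and 29 nM porcine relaxin (100%).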
# D1 agonist: activates the human D1 dopamine receptor; AID 504660; activation, % at 2 µM; HEK293 T-REx D1 cells, calcium flux, agonist mode; actives 1% (n = 360,000); P21728; in the data active = activation above about 30%; also: 0% is about no effect
#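 Agonism was scored from calcium flux recorded over 180 s (1 read/s) after pintool compound addition, following a 10-cycle baseline. Cells were inducible force-coupled HEK293 TREx D1, plated overnight at 30 C and loaded with no-wash calcium dye.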
# D2 PAM: D2 dopamine receptor (human) potentiation. potentiation, % at 10 µM. HEK293 T-REx D2, calcium flux, EC20 dopamine potentiation. actives 0.34% (n = 340,000). P14416. AID 485347;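 active = potentiation over 3 SD above the plate norm, cut at about 30% in these data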; also: 0% is about no effect
#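 Calcium flux readout, no-wash dye, 1 read/s. Inducible HEK293 Trex D2 line, overnight 30 C. Compound alone 180 s (agonist flags), then EC20 dopamine, another 180 s to score potentiation.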
# LDHA block: LDHA (human) enzyme inhibition; P00338; purified LDHA, NADH/diaphorase-resazurin fluorescence; hits give low values; activity change, % (values are at about 110 or 230 µM); actives 0.15% (n = 480,000); AID 1347041; in the data active = activity change below about -30%; inconclusive = mostly about -25% to -30%;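 also: plate controls were DMSO wells for no effect and wells without enzyme for full effect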
#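 Enzyme activity of human lactate dehydrogenase 5 (2 nM; 0.06 mM NADH, 0.2 mM pyruvate, 5 min, RT) is measured via a resazurin/diaphorase fluorescence readout of residual NADH.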
# Starred values were filed as active, the others as inactive; ? = inconclusive; nt = no result given; & = joins results of further samples. Unless noted, calls follow the shape of the dose curve; as a rule, active = well fitted curve in the direction sought with a large enough effect; inconclusive = small, poorly fitted or top-dose-only effect, or another doubt; inactive = no such curve, though single readings can be large; an effect the other way counts as inactive or inconclusive. These rows are one share of the data (hit frequency here may not be typical).
# Start of the data: the first 2 records as a preview:
SMILES,Vif-A3G inh,D1 potentiator,Vif-APOBEC3F blk,D1 antag,GRP78 ERSR act,RXFP1 ag,D1 agonist,D2 PAM,LDHA block
O=C(c1ccc(CN2CCOCC2)cc1)N1CCC(Cc2ccccc2)CC1,-5%,2,-7%,-8,-6%,0.1%,4,-3,-3
O=C(CCC(=O)NC1CCCCC1)N/N=C/c1ccncc1,-3%,-7,5%,-27,0%,0.7%,1,nt,1

# The listing, previewed entries included:
SMILES,Vif-A3G inh,D1 potentiator,Vif-APOBEC3F blk,D1 antag,GRP78 ERSR act,RXFP1 ag,D1 agonist,D2 PAM,LDHA block
O=C(c1ccc(CN2CCOCC2)cc1)N1CCC(Cc2ccccc2)CC1,-5%,2,-7%,-8,-6%,0.1%,4,-3,-3
O=C(CCC(=O)NC1CCCCC1)N/N=C/c1ccncc1,-3%,-7,5%,-27,0%,0.7%,1,nt,1
Cc1nnc(Sc2nc3c(c(=O)[nH]c(=O)n3C)n2CCc2ccccc2)s1,3%,-4,-4%,3,-2%,0.5%,0,2,-3
COc1ccc(S(=O)(=O)N2CCOCC2)cc1C(=O)N1CCCCC1,1%,0,1%,2,-3%,-3.6%,1,0,-7
COc1ccccc1N1CCN(C(=S)Nc2ccc3nc(N4CCOCC4)cc(C)c3c2)CC1,4%,-1,0%,-3,0%,1.0%,19,-10,-6
O=C(NNc1nc(-c2ccc(Br)cc2)cs1)c1ccco1,10%,-7,0%,-8,3%,-1.8%,3,7,-8
CCOc1ccc(C(C)=O)cc1COC(=O)CCc1cc(OC)c(OC)c(OC)c1,-1%,-8,1%,-10,-2%,2.0%,8,4,-5
COc1cc2c(cc1OC)[C@H](Cc1ccc(O)cc1)NCC2,-15%,-8,-4%,-20,-14%,3.9%,1,-8,3
Cc1ccccc1CNCCCSc1nnnn1C,0%,-1,5%,1,-3%,2.5%,0,-26,-1
CC(=O)Nc1cccc(NC(=O)c2cc3ccccc3o2)c1,-3%,-3,1%,-9,5%,-0.3%,3,-9,-6
COc1ccc(C(=O)Nc2ccc(N(C)Cc3ccccc3)c(C(=O)O)c2)cc1,4%,1,-1%,3,-4%,-0.4%,0,3,-3
CC(=O)Nc1nc(C)c(Oc2ccc(Cl)cc2Cl)c(=O)[nH]1,-5%,3,-1%,-5,3%,-0.6%,0,3,-2
NC(=O)NC(CC(=O)NCCCc1ccccc1)c1ccc(Cl)cc1 (configuration not stated),-4%,2,-3%,11,-8%,0.2%,2,0,-9
COc1ccccc1CNC(=O)[C@@H]1CCCN1S(=O)(=O)c1ccc(C)cc1,0%,-9,-2%,-6,-2%,0.2%,4,0,-8
O=[N+]([O-])c1ccc(-c2nc(-c3ccncc3)no2)cc1,3%,-8,?,16,7%,0.0%,0,-1,-2
O=S(=O)(Cc1ccccc1Cl)Nc1ccccn1,1%,3,-1%,-1,-3%,1.7%,2,-12,2
CCC(=O)Nc1ccc(Cl)c(NC(=S)NC(=O)c2ccco2)c1,-5%,-6,-4%,0,0%,4.6%,4,-1,-4
O=C(O)CCC(=O)Nc1nc2ccccc2s1,1%,3,2%,1,-3%,0.4%,1,-7,-7
O=C(Nc1ccccc1N1CCN(c2ccccc2)CC1)c1cccc(F)c1,1%,-1,-15%,5,-3%,1.4%,0,2,-7
Cc1ccc(C(=O)CSc2ccccn2)cc1,4%,5,2%,2,-4%,1.6%,3,1,-4
Cc1ccccc1NC(=O)c1nnn(-c2ccc3c(c2)OCCO3)c1N,0%,-6,-17%,-48*,5%,-1.3%,14,0,-4
Cn1nnc(NC(=S)NC(=O)c2ccc(-c3ccc(Br)cc3)o2)n1,0%,4,?,-12,2%,13%,-1,4,0
O=C(NCC1CCN(Cc2ccccc2F)CC1)Nc1cc(F)ccc1F,0%,-6,0%,-15,-2%,0.3%,14,-25,-4
Cc1cccc(OCCC(=O)Nc2ccc(F)c(F)c2)c1,0%,-6,12%,-38*,1%,1.4%,9,-11,-2
COc1ccc2c(=O)c3c(=O)n(Cc4ccco4)c(-c4cc(OC)c(OC)c(OC)c4)nc3oc2c1,1%,-7,2%,9,-1%,3.3%,-2,0,-4
COc1ccc2[nH]c3c(c2c1)CCN1C(=O)C(CC(=O)NC(C)(C)C)C[C@H](C(=O)N2CCCCC2)[C@@]31C (some centres not stated),-6%,nt,0%,nt,-1%,nt,nt,nt,3
Nc1nc(-c2ccccc2)c(C(=O)Nc2ccccc2)s1,0%,-1,-11%,5,-6%,-0.1%,1,2,-6&-2
COc1ccc(-c2cc(=O)oc3cc(OCC(=O)c4cccc([N+](=O)[O-])c4)ccc23)cc1,nt,-2,nt,-9,nt,1.9%,6,17,nt
O=S(=O)(Nc1ccccc1N1CCOCC1)c1c(F)cc(F)cc1Br,2%,nt,-21%,nt,-6%,nt,nt,nt,-17
Cc1cc(NCCCCCCCNc2cc(C)nc3cc([N+](=O)[O-])ccc23)c2ccc([N+](=O)[O-])cc2n1,-14%,nt,10%,nt,-14%,nt,nt,nt,7
CN(C)c1cccc(C(=O)NCC2CCCO2)c1 (configuration not stated),2%,-2,-4%,3,3%,2.2%,1,-7,4
CC(=O)N(Cc1cc2c(C)cc(C)cc2[nH]c1=O)C1CCCCC1,-3%,-1,-18%,2,3%,1.9%,4,5,-5
CCn1cc(C(=O)OCC(=O)Nc2ccc(C(C)C)cc2)c(=O)c2ccc(C)nc21,0%,0,3%,11,-1%,0.7%,3,nt,1
C(=NOCCc1ccccc1)c1ccncc1,0%,nt,-4%,nt,0%,nt,nt,nt,-7
COc1ccc(NC(=O)CCSc2ccc(F)cc2)cc1,1%,-5,-18%,-28,5%,0.6%,0,21,-12
COc1cc(CC(NC(C)=O)C(=O)NC2CCN(C(=O)Nc3ccc(C)cc3)CC2)cc(OC)c1 (configuration not stated),6%,-4,3%,1,-4%,1.4%,-1,0,-2
O=C(Cn1cc(S(=O)(=O)Cc2cccc(Cl)c2)c2ccccc21)Nc1ccccc1Cl,5%,-1,3%,7,-4%,-0.4%,6,2,-10
Cc1ccc2[nH]c(C)c(CCNC(=O)c3cc4cc(Br)ccc4oc3=O)c2c1,-1%,-2,-1%,9,3%,-0.4%,-1,3,-2
COc1ccc(NC(=O)CSc2nnc(-c3cc(C)[nH]n3)n2N)cc1OC,0%,-6,-2%,-8,0%,-0.2%,3,-6,1
O=C(CSc1c2c(nc3ccc(Cl)cc13)CCCC2)NCCCN1CCOCC1,-27%,-3,-1%,-4,-12%,14%,1,nt,-4
COCCNC(=O)c1cccc(Nc2nc(-c3ccccc3)c3cc(Cl)ccc3n2)c1,4%,-2,7%,0,2%,2.4%,1,10,-2
Cc1ccccc1-c1nc(NC(=O)CSc2ncnc3sc4c(c23)CCCC4)ns1,2%,3,1%,3,-1%,2.1%,1,-17,-1
O=C(NN=C1CCCCCC1)c1cccnc1,-2%,0,-1%,14,-1%,0.7%,3,-1,2
COCC(=O)N(C)c1nnc(-c2cnccn2)s1,0%,0,nt,5,-2%,3.2%,1,-4,-4
O=C1CCN(Cc2ccco2)C(=S)N1,4%,nt,-5%,nt,4%,nt,nt,nt,-9
O=C(Cc1ccc([N+](=O)[O-])cc1)Nc1ccc(Br)cn1,3%,-2,-13%,-15,-4%,-1.0%,6,-23,-2
C[C@H]1CN=C(Nc2ccccc2)N1CCC1CCCC1,1%,2,-1%,-7,-6%,-2.0%,3,-23,-7
CCCNC(=O)c1ccc(Cn2cc(-c3ccc(OC)cc3)nc2C(C)N)cc1 (configuration not stated),-1%,6,6%,2,1%,-1.6%,-1,10,-4
Cc1cc(C(=O)CSc2nc3ccccc3n2C)c(C)n1C,1%,-10,-2%,-19,3%,1.4%,1,-2,-4
CCNc1nc(N)nc(Oc2ccc(C(=O)OC)cc2)n1,0%,-2,nt,4,-4%,1.7%,4,-12,-1
CCc1ccccc1-n1nnnc1-c1cnccc1C(F)(F)F,-2%,0,-22%,-2,-2%,1.7%,3,-2,-6
CC1CCN(C(=O)COC(=O)C23CC4CC(CC(O)(C4)C2)C3)CC1,0%,6,1%,9,0%,-2.9%,2,-2,0
COc1ccc(C(=O)Nc2ccc(N3CCN(C(C)=O)CC3)cc2)cc1[N+](=O)[O-],nt,-10,nt,10,nt,-0.5%,2,-6,nt
CC(CCc1ccccc1)NC(=O)c1nnc(Cc2ccc(F)cc2)o1 (configuration not stated),-3%,-3,-5%,4,-4%,-0.1%,-4,-6,-8
CCOC(=O)CNc1c(-c2ccc(OC)cc2)nc2ccc(Cl)cn12,-1%,-2,-18%,-11,3%,5.5%,0,10,-2
CCOc1cc(-c2noc(-c3cccnc3)n2)ccc1OC,1%,-6,1%,12,-1%,-1.6%,1,-5,-1
COCCCn1c(SCC(=O)Nc2nnc(C)s2)nnc1-c1ccoc1C,2%,1,-6%,-12,1%,2.6%,2,-10,-4
C[C@@H]1O[C@@H](O[C@H]2[C@H](Oc3cc(O)c4c(c3)O[C@H](c3ccc(O)cc3)CC4=O)O[C@H](CO)[C@@H](O)[C@@H]2O)[C@H](O)[C@H](O)[C@H]1O,1%,-9,5%,-3,-5%&-3%,-0.4%,5,-2,-4
COC(=O)c1ccc(SCc2cnc(Cl)s2)cc1,1%,0,-6%,-8,2%,-0.6%,7,-2,-5
COc1ccc(CCNC(=O)c2ccc(-n3c(C)cc4c3CCCC4)cc2)cc1OC,-4%,-2,?,-15,-1%,-1.4%,0,0,5

# Continued.
SMILES,Vif-A3G inh,D1 potentiator,Vif-APOBEC3F blk,D1 antag,GRP78 ERSR act,RXFP1 ag,D1 agonist,D2 PAM,LDHA block
CSCCCNC(=O)c1ccc(OC2CCN(C(=O)c3cccnc3)CC2)cc1,1%,1,0%,9,2%,1.1%,2,-4,-2
CN(C)CCCn1c(=S)[nH]c2ccccc2c1=O,0%,-3,4%,22,-2%,2.3%,3,-3,1
S=c1[nH]cc(Oc2ccc(Cl)cc2Cl)c(=S)[nH]1,-1%,nt,-7%,nt,-2%,nt,nt,nt,-10
COc1ccccc1CNC(=O)c1cc2c(=O)[nH]c3ccccc3c2n1C,nt,5,nt,-4,nt,13%,1,-6,nt

# Screening results (PubChem)
